Screens from PubChem.
TNAP inh no acc – TNAP (human) inhibition, acceptor-free conditions; hit rate 0.26% among 200,000; P05186; inhibition, % at 20 µM; purified TNAP, CDP-star luminescence, 30 min;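 active means tissue-nonspecific alkaline phosphatase inhibition above about 50% at 20 µM in the single-dose screen, limit read from the data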;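 further: 0% = DMSO negative control and 100% = EDTA positive control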
Target sequence (P05186 whole entry, looked up): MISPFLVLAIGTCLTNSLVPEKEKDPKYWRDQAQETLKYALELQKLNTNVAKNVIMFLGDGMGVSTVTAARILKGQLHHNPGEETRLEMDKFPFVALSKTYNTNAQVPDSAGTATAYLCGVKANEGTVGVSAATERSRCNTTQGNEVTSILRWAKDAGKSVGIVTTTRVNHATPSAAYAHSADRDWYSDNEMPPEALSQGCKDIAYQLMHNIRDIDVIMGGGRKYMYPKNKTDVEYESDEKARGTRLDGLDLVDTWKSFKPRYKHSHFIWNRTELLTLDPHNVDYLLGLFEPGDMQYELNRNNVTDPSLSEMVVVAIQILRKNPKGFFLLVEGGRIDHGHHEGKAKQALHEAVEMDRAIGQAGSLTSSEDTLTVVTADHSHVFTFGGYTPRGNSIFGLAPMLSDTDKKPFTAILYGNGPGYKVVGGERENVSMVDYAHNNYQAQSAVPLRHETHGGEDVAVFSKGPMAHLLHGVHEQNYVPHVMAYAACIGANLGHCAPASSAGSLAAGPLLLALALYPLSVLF
HMGR II inh – blocks class II HMG-CoA reductase of Enterococcus faecalis; purified E. faecalis HMGR, NADPH absorbance 340 nm kinetic; inhibition, % at 10 µM; hit rate 0.41% among 190,000; AID 1066;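 active means inhibition above a set limit, the median over all tested compounds plus 3 SD, cut at about 9.5% in these data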;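 further: enzyme runs in reverse so mevalonate oxidation gives rising NADPH absorbance; 0% = complete reaction with DMSO and 100% = background rate lacking mevalonate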
Hsp70 activator – switches on Hsp70 transcription. HeLa Hsp70 promoter luciferase reporter, luminescence; scaled: vehicle 0, proteasome-inhibitor control 100%. activation, % at 10 µM. hit rate 0.04% among 200,000. AID 1203;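 active means activation above the mean across all tested compounds plus 3 SD, cutoff set per campaign, cut at about 5.5% in these data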;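 further: 100% = MG132 at 30 µM as the positive control and 0% = DMSO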
TNAP inh hiacc – TNAP (human) inhibition, high acceptor | P05186 | purified TNAP, CDP-star luminescence, 1 M DEA | inhibition, % at 20 µM | hit rate 0.03% among 200,000 | AID 1135;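 active means over 50% inhibition of tissue-nonspecific alkaline phosphatase at 20 µM in the single-dose screen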;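 further: plate controls were DMSO wells for no effect and EDTA-quenched wells as full inhibition for full effect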
S1P3 antagonist – S1P3 (human) receptor antagonism. AID 485. inhibition, % at 4.98 µM. hit rate 0.27% among 170,000. CHO S1P3 NFAT-BLA reporter, FRET fluorescence, antagonist mode. Q99500;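 active means inhibition above the plate cutoff, the mean inhibition of test wells on that plate plus 3 SD, cut at about 28% in these data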;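 further: cells challenged with S1P at its EC80 of 0.8 µM; blue over green emission ratio from cleaved BLA substrate after 4 h stimulation; 0% = S1P-stimulated wells and 100% = unstimulated DMSO-only wells; some compounds past the cut are filed as inactive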
PMI act satM6P – PMI (human) activation, high substrate; P34949; coupled PMI enzyme assay, resazurin fluorescence, 20 min; active compounds read high; 1 = untreated enzyme, 0 = substrate-free blank; activation factor at 20 µM; hit rate 0.34% among 190,000;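 active means activation factor of 2 or more at 20 µM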
Target sequence (P34949 whole entry, looked up): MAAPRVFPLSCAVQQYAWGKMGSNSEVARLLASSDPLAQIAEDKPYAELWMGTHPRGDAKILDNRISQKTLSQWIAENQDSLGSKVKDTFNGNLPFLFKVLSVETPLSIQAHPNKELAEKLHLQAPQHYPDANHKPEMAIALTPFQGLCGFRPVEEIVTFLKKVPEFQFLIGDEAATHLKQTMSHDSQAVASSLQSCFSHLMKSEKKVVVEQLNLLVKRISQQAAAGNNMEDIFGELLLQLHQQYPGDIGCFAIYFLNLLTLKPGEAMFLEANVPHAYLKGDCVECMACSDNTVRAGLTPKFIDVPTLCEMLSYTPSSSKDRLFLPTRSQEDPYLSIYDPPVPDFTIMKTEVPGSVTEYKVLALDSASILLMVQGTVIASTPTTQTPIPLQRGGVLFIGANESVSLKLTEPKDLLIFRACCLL
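Material: human phosphomannose isomerase with PGI, G6PDH, diaphorase coupling enzymes / Reagent: Man-6-P substrate 1.0 mM / Dosing: single compound dose of 20 µM, 1% DMSO final / Incubation: enzyme reaction with compound 20 min at room temperature / Signal: resorufin fluorescence (Ex 544/Em 590 nm) from resazurin via diaphorase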
RAM inhibit – blocks the yeast RAM network. inhibition, % at 50 µM. AID 868. S. cerevisiae dse1pr::URA3 reporter, 5-FOA growth OD615, 2 d; analog-sensitive cbk1-as2 kinase mutant strain. hit rate 1.8% among 190,000;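 active means inhibition above a set limit, 3 SD over mean compound inhibition, cut at about 8.4% in these data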;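 further: 0% = DMSO-only wells with no growth and 100% = 10 µM 1-NA-PP1 full growth; inhibition rescues growth on 5-FOA so higher OD means more RAM inhibition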
DTT redox prof – compounds producing H2O2 with reducing agent – biochemical, NIH compound library profiling, artefact control for MLSCN library redox annotation, primary screen; DTT-dependent redox cycling H2O2, phenol red/HRP absorbance; 100% = 100 µM peroxide control, 0% = buffer; activation, % at 10 µM; hit rate 0.03% among 200,000;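 active means activation of at least 50% relative to the plate's high and low controls in the primary single-dose screen; inactive means activation below 50%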;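 further: compound incubated with DTT at 0.8 mM final as the reducing agent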
PMI activator – phosphomannose isomerase (human) activation; hit rate 0.005% among 190,000; activation factor at 20 µM; AID 1214; purified human PMI, coupled resazurin fluorescence, 20 min; active compounds read high; 1 = vehicle control, 0 substrate-free wells;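 active means activation factor of 2 or more at 20 µM, relative to plate controls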
Lmaj promast – Leishmania major promastigote growth inhibition; inhibition, % at 10 µM; AID 1063; hit rate 9% among 200,000; Leishmania major promastigotes, resazurin fluorescence viability; in the data active means inhibition above about 50%;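 further: promastigotes grown with compound for 44 hours at 28 °C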
Starred values were filed as active, the others as inactive; · = no result given.

Compound	TNAP inh no acc	HMGR II inh	Hsp70 activator	TNAP inh hiacc	S1P3 antagonist	PMI act satM6P	RAM inhibit	DTT redox prof	PMI activator	Lmaj promast
CN(C)/C=N/c1ncc(C(=O)c2ccccc2)s1	-12	1	-0.3	2	·	1	1.4	0.8	1	-4
Cc1ccccc1C(=O)NC(=S)Nc1ccccc1[N+](=O)[O-]	-9	4	0.4	-5	-7	0.9	4.6	-0.5	1	7
COc1cc(NC(=S)Nc2ncccc2C)cc(OC)c1OC	-13	-2	-0.1	2	-1	0.7	-1.6	-0.1	0.8	45
O=C(COC(=O)C1CCCCC1)Nc1ccc(N2CCCCC2)cc1	4	3	0.1	-2	·	1	0.0	-2.1	1	7
N#CCC(=O)NNC(=S)NC(=O)C(c1ccccc1)c1ccccc1	-43	-8	-0.4	-9	-4	1.1	1.6	-0.2	1	1
CCC1CCc2c(c3ccccc3[nH]c2=O)O1 (stereo unspecified)	29	-2	-0.3	-4	·	1	-0.3	1.3	1.1	-1
COc1cccc(C(=O)CN2CCN(S(=O)(=O)c3cccc([N+](=O)[O-])c3)CC2)c1	-41	-5	-0.4	1	0	1	0.7	-0.1	1	-5
O=C(/C=C/c1ccccc1)NC(=S)Nc1cccnc1	-3	0	0.2	-3	·	1	1.6	0.5	1	0
O=C(/C=C/c1ccc(Cl)cc1Cl)NCc1ccncc1	-6	2	-0.2	0	·	1	1.8	1.3	1	6
CC(=O)N=C(N)Sc1nc2ccccc2[nH]1	-4	5	0.9	-4	·	0.9	3.4	3.3	0.9	-9
CC(C)NC(=O)CSc1nc(N)c(NC(=O)c2ccccc2F)c(=O)[nH]1	-8	-6	0.0	-2	4	0.7	1.4	-0.7	0.8	-5
COCCNC(=O)COC(=O)/C=C/c1c(C)nn(Cc2ccc(Cl)cc2Cl)c1Cl	-6	0	-0.4	-6	·	0.9	2.8	1.8	0.9	-7
O=c1[nH]c2ccccc2nc1C(F)(F)C(F)F	-11	-1	0.1	-7	-3	1	0.4	-1.4	1	-3
CCSc1nnc(NC(=O)CSc2nnc(CNC(=O)c3ccc(OC)c(OC)c3)o2)s1	-6	-4	-0.3	2	-1	1.2	4.1	0.2	1.1	-8
Cc1cc(C)nc(SCc2ccc(C(=O)N/N=C/c3ccccc3C(=O)O)cc2)n1	-15	-5	-0.1	-4	-1	1.1	0.1	-1.0	1.1	-5
Cc1cccc2cc(C#N)c(SCc3nnc(-c4ccccc4[N+](=O)[O-])o3)nc12	-3	-7	-0.4	4	-11	0.9	1.7	0.3	0.9	12
O=C1OCCN1CCN(CN1C(=O)CCC1=O)CN1C(=O)CCC1=O	0	-6	-0.4	0	-22	0.9	0.6	0.2	0.9	9
CCCNC(=O)c1nc(C)c(C)nc1C(=O)Nc1cccc(Cl)c1	-6	4	0.0	-4	-7	1.1	0.4	-0.3	1.1	-5
OCCNc1ncnc2ccc(Br)cc12	-8	1	-0.5	-3	-5	0.9	-0.3	1.8	0.9	19
Cc1cc(C(=O)N2CCOCC2)c(C)o1	-8	-1	-0.3	-7	-3	1.1	0.7	-0.4	1.2	-5
O=C(Nc1ccc(F)cc1F)NC1CCN(S(=O)(=O)c2ccc(F)cc2)CC1	-3	-2	-0.1	-4	-2	1	0.9	-0.8	0.9	23
COc1ccccc1NC(=S)N(Cc1ccco1)Cc1cc2cc(C)cc(C)c2[nH]c1=O	12	-6	-0.3	-4	3	0.8	5.7	0.4	0.8	85*
CC(=O)c1cnc(N2CCCCC2)nc1C	-11	-5	-0.3	-4	-12	0.9	0.8	-1.4	0.9	-9
CC(=O)NCCNc1ccc([N+](=O)[O-])cc1C#N	-13	1	-0.3	-3	-18	1	0.8	-0.9	1.1	-2
Cc1nn(-c2ccccc2)c(Cl)c1C(=O)N1CCN(C)CC1	-7	-1	-0.3	-5	2	1.1	0.4	0.1	1.1	-5
O=C(COC(=O)Cn1cnc2ccccc21)NCCCc1ccccc1	-6	-3	-0.1	1	-16	1	1.1	-1.0	1	-4
CN(C)S(=O)(=O)c1cccc(NC(=S)Nc2ccc(Cl)cc2Cl)c1	16	-3	-0.1	-4	·	1.1	0.0	-0.1	1	9
Cc1c(Cl)c(-c2n[nH]c(=S)n2-c2ccc(F)cc2)nn1C	0	11*	0.2	-5	·	1	-0.6	1.9	0.9	-9
OCCC1CN(Cc2cccn2-c2nccs2)CCN1Cc1ccc(F)c(F)c1 (stereo unspecified)	-13	-1	-0.3	-10	-6	0.9	3.0	-1.6	0.9	4
CC(=O)N(Cc1ccccc1)c1nc(-c2ccccc2)cs1	-11	5	0.1	-12	7	1	5.2	-0.6	0.9	3
Cc1ccccc1-c1nc2ccccc2c(=O)n1C1CCS(=O)(=O)C1 (stereo unspecified)	11	2	-0.1	-4	-5	1	1.2	0.8	1	0
Cc1ccc(O)c(C(=O)c2cc(C#N)c(=O)n(-c3nccs3)c2)c1	13	-4	0.0	-2	5	0.9	2.6	-0.2	1.1	-11
O=C1c2ccccc2C(=O)N1CCc1csc(-c2cccc(F)c2)n1	-15	1	-0.1	-6	·	0.8	1.5	-4.8	0.8	0
CC(C)c1c(O)nc(SCc2ccccc2)[nH]c1=O	-10	-4	0.0	-7	1	0.9	1.9	1.1	0.9	-9
Cc1onc(-c2ccccc2Cl)c1C(=O)OCn1nnc2ccccc2c1=O	-10	-2	-0.3	-4	-7	0.6	-1.5	0.2	1	50
Cc1cc(C(=O)N/N=C/c2sccc2C)no1	5	-2	-0.2	5	1	1.2	1.5	-0.3	1.1	-6
CCOc1ccc(NC(=O)Cn2nnc3c(cnn3-c3ccc(F)cc3)c2=O)cc1	-9	-2	-0.3	-2	-15	1.1	4.5	-0.4	1.1	-8
COCc1ccccc1Cn1cnc2c1c(=O)n(C)c(=O)n2C	-6	-8	-0.3	-2	-12	1	0.3	-3.3	1	-2
Cc1nonc1OCC(C)(COc1nonc1C)NC(=O)c1ccccc1	-8	-1	-0.2	-1	·	0.9	3.7	0.6	1.1	-5
CC1CCCN(CCCCOc2cccc(Br)c2)C1 (stereo unspecified)	-8	-4	-0.1	3	-4	1.1	0.8	0.3	1.1	99*
Cc1noc(C)c1COC(=O)CCCc1nc2ccccc2s1	4	3	-0.5	-1	20	1.1	0.2	-0.3	1	-8
Cc1nc(C)c(C(=O)N(c2ccc(C)c(C)c2)C(C(=O)NCc2ccco2)c2ccccc2)s1 (stereo unspecified)	-9	-1	-0.3	-3	·	0.9	0.1	-1.3	1	-2
Cc1nnc(SCC(=O)N2CCc3ccccc32)s1	-9	-2	-0.4	0	-8	0.8	0.7	4.5	0.9	-2
Cc1nn(C(=O)Cn2cc([N+](=O)[O-])cn2)c(C)c1Cl	-9	0	0.3	-6	0	1	1.0	4.0	1	-7
CC(C)C(NS(=O)(=O)c1ccc2c(c1)oc(=O)n2C)C(=O)N1CCN(C2CCCCC2)CC1 (stereo unspecified)	14	-1	-0.4	-6	-35	1.1	0.6	-0.6	1.1	4
Cc1ccc(S(=O)(=O)N(CC(O)CN2CCCCC2)c2ccccc2)cc1 (stereo unspecified)	-7	-1	-0.1	0	-6	1	2.6	-0.6	1	0
CCn1c(SCC#N)nc2c(c1=O)C1(CCCC1)Cc1ccccc1-2	-5	1	-0.3	-4	-2	0.9	4.5	0.5	0.8	6
O=c1ccc2ccc(Oc3ccc([N+](=O)[O-])cc3[N+](=O)[O-])cc2o1	-4	0	-0.1	-4	6	1	3.2	0.2	1.1	48
COC(=O)c1cn(NC(=O)c2ccccc2[N+](=O)[O-])c(=O)c2ccccc12	8	-2	-0.4	3	-13	0.9	1.9	0.3	0.9	-7
Cc1nn(C)c(C(=O)NNC(=S)NCC(C)C)c1Cl	-24	1	-0.1	-3	1	1.3	0.0	-0.6	1.2	-6
COc1ccccc1C(=O)OCc1nc(N)nc(Nc2ccccc2C)n1	-10	3	-0.1	-3	-1	0.9	-0.1	0.1	0.9	3
CSc1nn2c(C)c(C)c(C)nc2c1C#N	-2	4	0.6	1	-10	1	2.5	-0.8	0.9	-3
C=CCSc1nc2ccccc2n1S(=O)(=O)c1ccc(Cl)cc1	·	-6	0.2	·	·	·	2.7	0.7	·	5
COC(=O)c1ccccc1NC(=O)NCCc1ccc(OC)c(OC)c1	-22	-3	0.1	-4	-11	1.1	1.3	-1.1	1	21
Cc1cc[n+](-c2nc3ccccc3nc2[N-]S(=O)(=O)c2ccccc2)cc1	-14	-13	-0.3	-1	-3	1	3.0	0.2	1	-4
C=CCn1c(O)c(N=NC(=O)OCC)c2ccccc21	-15	3	-0.4	1	-3	1	1.2	-0.1	0.9	-6
COc1ccc(N=Cc2c(O)ccc3ccccc23)cc1	18	-5	0.8	-1	-1	0.3	-1.9	-0.1	0.6	-5
CCOC(=O)CC(=O)CSc1ncc(C(=O)OCC)c(N)n1	-7	-7	-0.2	0	9	1	0.3	1.2	1.1	-1
O=C(CCS(=O)(=O)c1cccc2nonc12)N1CCOCC1	-7	4	-0.5	3	·	1.2	1.3	-2.9	1.1	-10
COc1cc(C(=O)Nc2cccc(-c3nnc(-c4ccco4)o3)c2)ccc1OC(C)=O	-9	1	-0.1	-4	-10	0.9	4.0	-0.1	0.9	30

(continued)
Compound	TNAP inh no acc	HMGR II inh	Hsp70 activator	TNAP inh hiacc	S1P3 antagonist	PMI act satM6P	RAM inhibit	DTT redox prof	PMI activator	Lmaj promast
Cc1cc(C)n2nc(C(=O)Nc3ccc4c(c3)OCO4)nc2n1	-14	-8	-0.4	-3	2	0.8	0.7	0.9	0.8	67*
CC1=C(C(=O)OCC2CCCO2)C(c2ccccc2Cl)NC(=O)N1 (stereo unspecified)	-12	0	-0.2	-8	·	1.1	0.4	1.4	1.1	-3
Cc1ccc(/C=C/C(=O)N2CCc3ccccc32)o1	-3	1	-0.1	-2	8	0.8	1.6	-0.2	1	-2
CCOC(=O)C1CCN(C(=O)c2ccco2)CC1	4	-4	-0.1	-3	69*	1	2.0	2.4	1.1	-5
Cn1c(=O)c2c(ncn2Cc2cc(-c3ccccc3)no2)n(C)c1=O	-12	4	-0.3	-6	19	1	2.4	0.5	1	5
O=C(O)c1ccccc1-c1nc2ccccc2[nH]1	-9	2	-0.2	-3	8	1	-0.7	-1.1	1	-3
Cc1ccc(/C=c2\sc3nc(-c4cccnc4)nn3c2=O)cc1	9	0	-0.1	-4	-11	1	0.0	1.4	0.9	0
O=[N+]([O-])c1cc(S(=O)(=O)Nc2ccccc2)ccc1NCc1cccnc1	4	-5	-0.5	4	-15	1	0.5	-0.3	1	-2
CCn1cc([N+](=O)[O-])c(C(=O)N2N=C(c3ccccc3)CC2c2ccc([N+](=O)[O-])cc2)n1 (stereo unspecified)	8	0	-0.1	-1	3	0.9	1.6	-0.2	1	26
